# Bioassay records: PubChem BioAssay, several laboratories
# Tb MetRS inh – T. brucei MetRS inhibitors, primary screen, biochemical, luminescence; inhibition, % at 11.9 µM; actives 0.4% (n = 360,000); methionyl-tRNA synthetase (Trypanosoma brucei brucei); purified T. brucei MetRS, ATP depletion, Kinase-Glo luminescence;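 active means inhibition above a per-plate cutoff of the control wells' mean inhibition plus 3 SD, cut at about 5.5% in these data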;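 further: 0% = DMSO wells median and 100% = median of wells with control inhibitor compound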
#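 Material: T. brucei methionyl-tRNA synthetase, purified; reagent: substrates ATP, L-methionine and bulk Escherichia coli tRNA; dosing: 11.9 µM single point; timing: 15 min plus 2 h at 25 °C; detection: luminescence of leftover ATP; evaluation: % inhibition; control set: DMSO-only wells as low control; replicates: singlicate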
# SUMO1-SIM PPI – modulators of SUMO1 protein-protein interactions, primary screen, biochemical, uHTS | actives 0.33% (n = 360,000) | SUMO1 binding to a labelled peptide, TR-FRET, 1 h | inhibition, % at 20 µM; in the data active means inhibition above about 37%
# Target sequence (P63165 whole entry, looked up): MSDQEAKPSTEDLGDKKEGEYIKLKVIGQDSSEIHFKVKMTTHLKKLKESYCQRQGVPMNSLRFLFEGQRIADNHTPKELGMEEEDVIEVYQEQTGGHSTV
# MsrA inhibitor – bovine MsrA enzyme inhibitors, primary screen, biochemical, absorbance, HTS; AID 651718, 2012; inhibition, % at 15.5 µM; purified bovine MsrA, absorbance read-out; actives 0.75% (n = 360,000); in the data active means inhibition above about 4.5%;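 further: 0% = vehicle wells with enzyme and 100% = reference inhibitor wells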
# STEP inh – STEP phosphatase inhibitors, primary screen, biochemical, fluorescence intensity, uHTS; Tyrosine-protein phosphatase non-receptor type 5 (Homo sapiens), P54829; recombinant STEP, OMFP fluorogenic substrate; inhibition, % at 20 µM; actives 0.25% (n = 360,000);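 active means inhibition at 20 µM, scaled per plate between control wells, above about 37%, limit read from the data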;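 further: 0% = DMSO with enzyme and substrate and 100% = substrate only without enzyme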
# Target sequence (P54829 whole entry, looked up): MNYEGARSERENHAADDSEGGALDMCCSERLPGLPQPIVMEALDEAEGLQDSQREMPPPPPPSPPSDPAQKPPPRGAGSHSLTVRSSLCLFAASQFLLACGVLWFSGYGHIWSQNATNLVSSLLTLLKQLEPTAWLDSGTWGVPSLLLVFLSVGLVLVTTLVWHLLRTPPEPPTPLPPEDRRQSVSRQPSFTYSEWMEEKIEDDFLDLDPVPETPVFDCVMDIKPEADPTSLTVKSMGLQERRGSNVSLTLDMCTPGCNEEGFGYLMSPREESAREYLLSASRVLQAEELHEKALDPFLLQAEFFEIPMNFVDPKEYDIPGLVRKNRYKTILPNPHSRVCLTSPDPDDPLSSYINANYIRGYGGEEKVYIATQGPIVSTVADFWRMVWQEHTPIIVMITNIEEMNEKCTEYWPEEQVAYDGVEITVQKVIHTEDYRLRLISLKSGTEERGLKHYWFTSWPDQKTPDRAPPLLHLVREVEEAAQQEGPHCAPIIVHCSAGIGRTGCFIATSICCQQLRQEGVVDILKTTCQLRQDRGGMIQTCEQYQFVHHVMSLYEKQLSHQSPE
#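 material = STEP tyrosine phosphatase | reagent = fluorogenic phosphatase substrate OMFP at 25 µM final | doses = single compound dose of 20 µM, 1% DMSO final | schedule = 20 min reaction, room temperature, in the dark | measured by = fluorescence, 480/540 nm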
# Rpn11 inh – Rpn11 (PSMD14) deubiquitinase inhibitors, primary screen, biochemical, fluorescence polarization, uHTS; human 26S proteasome, Ub4-pepOG fluorescence polarization; 20S core pre-blocked with epoxomicin; actives 0.59% (n = 360,000); 26S proteasome non-ATPase regulatory subunit 14 (Homo sapiens), O00487; AID 588493, 2011; calls only at 20 µM;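 active means inhibition at 20 µM, scaled to each plate's controls, above about 33%, limit read from the data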
# Scp1 inh – Scp-1 phosphatase inhibitors, primary screen, biochemical, colorimetric, uHTS. Carboxy-terminal domain RNA polymerase II polypeptide A small phosphatase 1 (Homo …. Recombinant Scp1, phosphopeptide, malachite green phosphate absorbance. inhibition, % at 20 µM. actives 0.88% (n = 340,000);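 active means inhibition above about 50% at 20 µM, limit read from the data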;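 further: plate controls were DMSO wells with enzyme for no effect and wells lacking enzyme for full effect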
# Target sequence (Q9GZU7 76-261 limits assumed): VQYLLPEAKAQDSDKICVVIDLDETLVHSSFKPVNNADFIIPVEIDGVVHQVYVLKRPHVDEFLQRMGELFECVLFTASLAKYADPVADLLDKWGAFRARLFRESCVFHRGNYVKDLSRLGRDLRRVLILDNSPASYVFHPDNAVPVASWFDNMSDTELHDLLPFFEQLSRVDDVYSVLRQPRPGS
#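 Test system: SCP-1 catalytic domain; Buffer or medium: Acidic Tris acetate buffer with magnesium and detergent; Also added: Phosphorylated 17-residue peptide substrate; Compound: single 20 µM dose, 1% DMSO; Schedule: enzyme reaction 45 min at room temperature, colour 5 min, stabilisation 30 min; Signal: Phosphate-binding colour reagent, absorbance read at 630 nm.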
# CSN inh – inhibitors of CSN-mediated cullin deneddylation, primary screen, biochemical, fluorescence polarization, uHTS; actives 0.38% (n = 360,000); Purified CSN, SCF-Nedd8-OG deneddylation; COP9 signalosome complex subunit 5 (Homo sapiens), Q92905; inhibition, % at 12.5 µM;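 active means pattern-corrected inhibition above about 35%, with an unprinted fluorescence ratio check between 0.5 and 1.5, limit read from the data, passing the limit was not always enough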;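 further: 0% = enzyme with substrate and 100% = substrate without enzyme; some results filed as inactive read as strong as hits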
#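 Assay system: HEK293T-derived human Csn5 enzyme; quantity: 0.24 nM enzyme; medium: Tris/NaCl/DTT buffer, pH 7.5; also added: substrate SCFSkp2-Nedd8OG, 10 nM; doses: 12.5 µM compound; schedule: 90 min reaction at room temperature; signal: FP; read-out: % inhibition of substrate cleavage by Csn5; benchmarks: substrate-only high control, full reaction low control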
# DNMT1 block – human DNMT1 methyltransferase inhibitors, primary screen, biochemical, molecular beacon, fluorescence, HinP1I cleavage, uHTS | inhibition (reported as % activation of signal), % at 10 µM | actives 0.83% (n = 360,000) | AID 588458, 2011; in the data active means inhibition above about 50%
# NadD block – inhibitors of S. aureus NadD, primary screen, biochemical, colorimetric, uHTS | Nicotinate-nucleotide adenylyltransferase NadD (Staphylococcus aureus N315) | purified NadD enzyme, colorimetric absorbance read-out | inhibition, % at 20 µM | actives 0.78% (n = 360,000); in the data active means inhibition above about 26%; further: some compounds past the cut are filed as inactive
# LMPTP inh – LMPTP phosphatase inhibitors, primary screen, biochemical, fluorescence intensity, uHTS; Low molecular weight phosphotyrosine protein phosphatase (Homo sapiens), P24666; recombinant LMPTP-A, OMFP fluorogenic substrate; inhibition, % at 20 µM; actives 0.22% (n = 360,000);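 active means compounds that cut the enzyme signal by at least half of the control window in the single-dose screen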;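 further: plate controls were DMSO wells with enzyme plus substrate for no effect and substrate without enzyme for full effect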
# Target sequence (P24666 whole entry, looked up): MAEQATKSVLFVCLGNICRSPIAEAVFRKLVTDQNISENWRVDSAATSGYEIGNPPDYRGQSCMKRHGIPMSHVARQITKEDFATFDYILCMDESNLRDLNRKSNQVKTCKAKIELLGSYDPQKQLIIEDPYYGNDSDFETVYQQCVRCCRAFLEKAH
#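 Assay system: LMPTP-A phosphatase enzyme | Input: 0.625 nM enzyme | Also added: Fluorogenic phosphatase substrate OMFP at 400 µM final | Compound dosing: One test concentration per compound, 20 µM, with 3% DMSO overall | Schedule: 50 min enzyme reaction at room temperature, protected from light | Signal: Fluorescence intensity | Benchmarks: no-enzyme and uninhibited controls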
# Active calls of the source: *; i = inactive; . = no result given.
SMILES,Tb MetRS inh,SUMO1-SIM PPI,MsrA inhibitor,STEP inh,Rpn11 inh,Scp1 inh,CSN inh,DNMT1 block,NadD block,LMPTP inh
Nc1nc(=O)n(C2CCCCO2)cc1Br (centres undefined),-0.4,1,0.0,-3,i,-10,-1,2,0,-0.9
COc1ccccc1Nc1nc(C)c(C(=O)Nc2ccccc2)s1,-0.6,1,1.4,2,i,2,-2,-4,2,1.1
NC(=O)c1ccc(NC(=O)COC(=O)c2ccc([N+](=O)[O-])cc2)cc1,-0.2,-32,2.5,0,i,-7,-4,0,-5,-1.4
CCCCCNc1ncnc2c(C)[nH]nc12,3.6,9,0.9,2,i,.,-3,-2,-3,-0.7
NC(=O)C1CCN(C(=O)C(=O)c2cn(CC(=O)N3CCCC3)c3ccccc23)CC1,-0.2,-5,0.9,-3,i,-4,1,0,-1,1.4
CC1=CC(=O)C2(C)C(C)=C(C)C12C (centres undefined),0.2,4,-0.3,5,i,.,3,-2,-4,-1.3
CCn1c2ccccc2c2cc(/C=N/NC(=O)c3ccccc3C)ccc21,-0.1,3,1.4,-1,i,-5,0,-3,21,1.4
CCN1C(=O)[C@H]2[C@@H](c3ccc(Cl)cc3)N3C(=O)CN(Cc4ccccc4)C(=O)[C@@]3(C)[C@H]2C1=O,-0.2,3,1.8,-1,i,-8,-4,9,0,-2.5
CCn1cc(C(=O)N2CCN(c3ccc(OC)cc3)CC2)c(=O)c2cc(S(=O)(=O)N3CCOCC3)ccc21,0.0,-2,2.1,1,i,-2,1,0,4,-0.1
COc1ccccc1NC(=O)C(C)OC(=O)CCSc1ccc(F)cc1 (centres undefined),-0.2,2,-1.0,2,i,-8,-2,1,-10,1.4
CCOC(=O)c1nc(Nc2ccc(N3CCOCC3)cc2)c2ccccc2n1,0.1,-23,2.7,0,i,-3,0,-1,1,0.7
O=C(c1cc(Cl)cc(Cl)c1)N1CCC2CC1c1cc(-c3ccc4c(c3)OCO4)ccc12 (centres undefined),0.0,7,1.1,0,i,-4,8,-5,13,2.1
OCCCNc1ncnc2c1ncn2[C@H]1CN(Cc2ccncc2)C[C@@H](CO)O1,0.2,4,-1.0,-2,i,.,-2,0,0,-1.1
CCCn1nc(NC(=O)C(C)C)c2cc3cc(OC)ccc3nc21,-1.2,-13,0.1,-1,i,18,-1,1,-1,2.9
CSC(=S)NN=C(C)c1cccc(C)n1,-0.4,-9,0.7,0,i,-3,0,-15,2,-0.6
Cc1ccccc1NC(=S)NC(NC(=O)COc1ccccc1)C(Cl)(Cl)Cl (centres undefined),0.5,4,1.7,-2,i,-6,0,0,1,-0.2
CCOC(=O)N1CCN(C(=O)/C=C/c2ccc(C(C)(C)C)cc2)CC1,-1.2,-8,-0.5,-1,i,0,-1,7,-4,-0.9
COc1ccc(N2CCN(Cc3cc(OC)c(O)c([N+](=O)[O-])c3)CC2)cc1,0.8,-20,1.2,-1,i,-5,-1,-2,0,-5.4
O=[N+]([O-])c1cccnc1N1CCCCC1,-0.8,-15,0.5,2,i,-11,5,-4,8,-1.6
Cc1ccc(S(=O)(=O)c2c(COC(=O)c3cccc(Cl)c3)c(-c3ccccc3)nn2C)cc1,-0.3,0,-0.1,13,i,-16,0,-3,-2,2.1
COc1ccc(NC(=O)COC(=O)CC2CCCCC2)cc1,-0.3,4,0.6,1,i,0,-1,5,-7,-0.6
O=C(c1cc2c(s1)CCCCC2)N1CCN(c2ncccn2)CC1,-0.7,-1,1.5,1,i,3,-2,3,-4,-1.2
CCOc1cc(/C=C(\C#N)c2nc3ccccc3[nH]2)ccc1OC(C)C(=O)O (centres undefined),0.2,-17,2.1,0,i,8,2,2,-2,2.4
CCCCN1CC(=O)N2[C@H]3c4ccc(OC)cc4OC[C@@H]3[C@H](C(=O)OCC)[C@]2(C)C1=O,-0.2,2,0.5,-1,i,-4,-2,-3,0,-0.4
Cn1cccc1/C=N/NC(=O)c1cc(-c2cccs2)nc2ccccc12,-0.8,-5,1.7,2,i,1,3,-4,7,-0.6

# (continued)
SMILES,Tb MetRS inh,SUMO1-SIM PPI,MsrA inhibitor,STEP inh,Rpn11 inh,Scp1 inh,CSN inh,DNMT1 block,NadD block,LMPTP inh
CNC(=O)c1cc2c(-c3ccccc3)nn(C)c2s1,-1.4,0,-0.1,0,i,1,6,0,1,1.4
COc1ccc(C(C[N+](=O)[O-])n2nc(C)cc2C)cc1 (centres undefined),0.1,0,0.8,0,i,-4,5,0,-1,1.2
Cc1ccc(N2CC(c3nc4ccccc4n3C)CC2=O)cc1 (centres undefined),0.0,-5,-0.8,-4,i,-23,1,1,3,-1.0
C/C(=C1\SC(N2CCOCC2)=NC1=O)c1ccccc1,0.1,-10,2.2,-2,i,-2,4,1,-2,-0.7
Cc1ccc(SCCN2CCC(O)CCC2=O)cc1 (centres undefined),-0.5,2,0.1,-3,i,-4,-2,10,-1,-3.9
CC(Nc1ncnc2ccccc12)c1ccccc1 (centres undefined),-0.8,13,-0.5,-1,i,-2,2,2,-12,16
COc1ccc(CNC(=O)COC(=O)c2ccc(S(=O)(=O)NCc3ccco3)cc2)cc1,0.3,2,1.5,6,i,55*,7,51*,1,2.1
COc1cc(CC(=O)Nc2ccccc2N2CCCCC2)cc(OC)c1OC,-0.6,4,1.2,11,i,-3,-6,-4,0,0.7
C[C@H](CO)N1C[C@H](C)[C@@H](CN(C)S(=O)(=O)c2ccc(-c3ccccc3)cc2)OCc2cn(nn2)CCCC1=O,0.2,4,-0.7,-2,i,.,1,8,2,-2.8
CCOC(=O)C(C(=O)OCC)=C1OC(=O)c2ccccc21,-0.1,-1,-0.4,3,i,-22,1,2,-4,-1.3
COc1ccc(C2=NN(C(=O)c3cccs3)C(c3ccccc3O)C2)cc1 (centres undefined),-0.6,1,2.5,1,i,-6,-2,35,11,2.4
CCc1ccc2[nH]c3nc(N/N=C/c4ccc(O)cc4O)nnc3c2c1,-0.6,11,0.3,1,i,-3,0,62*,39*,1.4
CCc1ccc(C2CC(c3ccc(C)cc3)n3nc(N)nc3N2)cc1 (centres undefined),-0.5,-2,-0.4,2,i,3,6,-1,-2,-0.5
CCOC(=O)CC1=NS(=O)(=O)c2ccccc2N1,0.1,-5,-0.2,-1,i,19,1,0,-3,-0.2
O=C1CCC(C(=O)N2CCCC(C(=O)c3ccc4c5c(cccc35)CC4)C2)=NN1 (centres undefined),0.0,-11,0.7,-1,i,-3,3,1,7,-0.3
N#Cc1c(N)nc(SCC(=O)OCc2ccccc2)c(C#N)c1-c1ccco1,-0.6,3,0.6,0,i,-10,1,-13,1,2.8
Cc1cc(C)nc(OC(C(=O)O)C(OCCc2ccccc2)(c2ccc(F)cc2)c2ccc(F)cc2)n1 (centres undefined),0.5,2,0.5,0,i,3,4,6,27,-0.4
COC(CNS(=O)(=O)c1cccc2nonc12)OC,-0.1,-9,1.1,0,i,-4,-12,2,-4,-1.5
CCN(CC(=O)NCc1cccs1)C(=O)c1ccc(N(C)S(=O)(=O)c2ccc(C)cc2)cc1,-0.4,0,-0.3,0,i,-2,-4,1,3,-0.7
CCCCN(CCCNC(=O)C1CCN(C(=O)c2cc3sccc3n2C)CC1)Cc1ccccc1,0.4,-4,1.5,-1,i,-2,-4,0,-1,-0.1
Cc1cc(C)cc(C(=O)NCC(=O)N(C)CCOc2ccccc2)c1,-0.5,1,-0.3,-2,i,-6,2,1,-3,0.3
O=c1c(-c2ccc(Cl)cc2)[n+]([O-])c2ccccc2n1OCc1nc2ccccc2[nH]1,-0.5,-31,0.9,1,i,-8,1,-4,-1,-0.6
O=C(CCSCc1ccccc1Cl)NC1CCCCC1,-1.2,2,-0.4,2,i,1,-3,1,-9,-0.8
C[C@H](CO)N1C[C@H](C)[C@H](CN(C)C(=O)NC2CCCCC2)Oc2ncc(Br)cc2C1=O,0.6,1,-1.1,-2,i,.,-3,0,-2,-3.4
O=[N+]([O-])c1ccc(Cl)c2cccnc12,-0.5,-20,0.5,2,i,9,3,4,3,-1.1

# Three of these compounds, set out differently:
Tb MetRS inh | SUMO1-SIM PPI | MsrA inhibitor | STEP inh | Rpn11 inh | Scp1 inh | CSN inh | DNMT1 block | NadD block | LMPTP inh | structure
-0.3 | 0 | -0.1 | 13 | i | -16 | 0 | -3 | -2 | 2.1 | Cc1ccc(S(=O)(=O)c2c(COC(=O)c3cccc(Cl)c3)c(-c3ccccc3)nn2C)cc1
-0.3 | 4 | 0.6 | 1 | i | 0 | -1 | 5 | -7 | -0.6 | COc1ccc(NC(=O)COC(=O)CC2CCCCC2)cc1
-0.7 | -1 | 1.5 | 1 | i | 3 | -2 | 3 | -4 | -1.2 | O=C(c1cc2c(s1)CCCCC2)N1CCN(c2ncccn2)CC1

# Following part:
SMILES,Tb MetRS inh,SUMO1-SIM PPI,MsrA inhibitor,STEP inh,Rpn11 inh,Scp1 inh,CSN inh,DNMT1 block,NadD block,LMPTP inh
Cc1cccc(NS(=O)(=O)c2cccc3cccnc23)n1,-0.7,3,0.1,0,i,-12,-2,-3,1,-1.0
COc1ccc(-c2cc(C(=O)N/N=C/c3cccnc3)c3ccccc3n2)cc1,-0.4,-5,1.5,0,i,-13,2,-2,6,2.6
CC(=O)Nc1nnc(-c2c(-c3c(Cl)cccc3Cl)noc2C)o1,-0.4,5,0.9,-6,i,-11,2,0,2,0.6
COc1ccc(NC(=O)CN(C)C(=O)c2cccc(S(=O)(=O)N3CCN(C)CC3)c2)cc1,-0.4,-4,-0.8,1,i,-3,0,0,-3,0.5
CC(C)Cc1nc2n[nH]c(N)c2c2c1COC(C)(C)C2,-1.2,1,0.2,0,i,4,5,-2,-2,-1.1
COc1ccc(CCNC2CC(=O)N(CCc3ccc(OC)c(OC)c3)C2=O)cc1 (centres undefined),-0.8,-4,-0.5,4,i,3,-3,1,-7,-1.9
